Bioassay records (PubChem)
ALOX12 inh: inhibitors of human 12S-lipoxygenase ALOX12. purified 12hLO, xylenol orange hydroperoxide absorbance. Potency, µM (titrated, usually from 108 µM), inactives show top-dose activity change, negative = inhibition, usual class: inhibitors. 580,000 compounds, 1.1% hits. AID 1671190. P18054; active = well fitted inhibition curve with a large enough effect; inconclusive = small, poorly fitted or top-dose-only effect, or another doubt; inactive = no such curve, though single readings can be large or run the other way; also: potency is read from the fitted curve at half-maximal effect
Target sequence (P18054 whole entry, looked up): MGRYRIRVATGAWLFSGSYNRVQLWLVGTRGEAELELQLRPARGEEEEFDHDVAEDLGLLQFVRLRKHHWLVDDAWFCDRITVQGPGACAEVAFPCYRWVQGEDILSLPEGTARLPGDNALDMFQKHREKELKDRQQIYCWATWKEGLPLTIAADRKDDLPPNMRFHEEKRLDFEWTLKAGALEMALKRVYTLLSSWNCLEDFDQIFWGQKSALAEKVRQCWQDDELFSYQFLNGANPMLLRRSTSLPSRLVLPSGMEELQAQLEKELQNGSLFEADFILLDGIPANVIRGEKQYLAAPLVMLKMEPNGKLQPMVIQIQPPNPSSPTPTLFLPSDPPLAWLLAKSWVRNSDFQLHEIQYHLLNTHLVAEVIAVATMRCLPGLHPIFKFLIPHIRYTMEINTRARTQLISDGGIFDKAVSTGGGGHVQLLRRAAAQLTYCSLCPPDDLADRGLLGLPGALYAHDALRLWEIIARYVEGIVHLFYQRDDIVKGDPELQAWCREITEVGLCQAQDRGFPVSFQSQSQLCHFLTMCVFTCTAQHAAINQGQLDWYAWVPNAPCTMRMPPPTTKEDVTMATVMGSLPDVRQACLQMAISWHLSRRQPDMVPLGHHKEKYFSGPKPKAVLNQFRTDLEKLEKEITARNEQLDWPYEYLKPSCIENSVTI
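Hydroperoxide product was detected by ferrous iron/xylenol orange as the 573 to 405 nm absorbance ratio. Arachidonic acid at 40 uM (final) was turned over for 30 min at room temperature by 150 nM human 12hLO, pH 7.0 Hepes buffer, after 15 min compound preincubation.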
LDHA block: inhibitors of human lactate dehydrogenase A | AID 1347041 | purified LDHA, NADH/diaphorase-resazurin fluorescence; stronger effect = lower value | P00338 | 480,000 compounds, 0.15% hits | activity change, % (values are at about 110 or 230 µM); in the data active = activity change below about -30%; inconclusive = mostly about -25% to -30%;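 also: plate controls were DMSO wells for no effect and wells without enzyme for full effect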
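Enzyme activity of human lactate dehydrogenase 5 (2 nM; 0.06 mM NADH, 0.2 mM pyruvate, 5 min, RT) is measured via a resazurin/diaphorase fluorescence readout of residual NADH.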
* = called active by the depositor; ? = inconclusive; [ ] = dose if it differs, or a comment. Unless noted, % is scaled to controls: 0 for no effect and ±100 for the full control effect. Not all compounds are listed. The share of hits here may be higher or lower than overall.

ALOX12 inh	LDHA block	Structure
?	6	Cc1ccc(C(=O)COC(=O)c2cccc(C)c2C)cc1
0%	0	CCOCCn1c(NCCCOC)nc2c1c(=O)[nH]c(=O)n2C
-1%	-7	O=C(c1ccco1)N1CCN(C(=O)C2CCN(C(=O)c3cccs3)CC2)CC1
2%	0	Cc1ccc(C(=O)NN=C(Cc2ccccc2)Cc2ccccc2)c(C)c1
23%	-17	N#Cc1ccc(NC(=O)N2CCN(c3ncccc3Cl)CC2)cc1
5%	0	Cc1cccc(-c2c(NC(=O)C(C)C)oc3c(C)cccc3c2=O)c1
-19%	-17	COc1ccc(S(=O)(=O)Oc2ccc3c(c2)O/C(=C\c2ccc(OC)c(OC)c2)C3=O)cc1
50µM*	6	Cc1cc(C)nc(SCC(=O)Nc2ccccc2C(N)=O)n1
?	0	N#CC1(c2ccc(NC(=O)Cc3ccc(Cl)cc3)cc2)CCCC1
?	14	CC1CCCN(c2nc3ccccc3nc2NS(=O)(=O)c2ccc(Cl)cc2)C1 (stereo unspecified)
68%[activator]	4	COc1cc(OC)c(NC(=O)c2cnc(NCc3ccc4c(c3)OCO4)nc2C)cc1Cl
56%[activator]	9	Cc1ccc(NC(=O)COC(=O)CCc2nc3ccccc3s2)c(C)c1
-25%	6	CC(C)=CC(=O)NC12CC3CC(CC(C3)C1)C2
-4%	-4	CN(CCNC(=O)NC1CCCC(C(F)(F)F)C1)Cc1ccccc1 (stereo unspecified)
?	12	Cc1cc(C)cc(NC(=O)COC(=O)c2nn(C)c(=O)c3ccccc23)c1

Carrying on:
ALOX12 inh	LDHA block	Structure
4%	-13	CCC(CC)C(CNC(=O)Cc1n[nH]c(=O)c2ccccc12)N1CCOCC1 (stereo unspecified)
-28%	-5	Cc1ccc(-c2nn(C)c(=O)c3ccccc23)cc1S(=O)(=O)NC(C)C
-29%	3	CNC(=O)CNC(=O)c1cc(-c2ccc(C)cc2)nc2ccccc12
-29%	-4	Cn1cc(C(C(=O)O)N2CCN(c3ncccn3)CC2)c2ccc(C(=O)O)cc21 (stereo unspecified)
?	-16	C[N+](C)(C)CCNC(=O)c1ccccc1
8%	4	CC(C)c1ccc(C(=O)Cn2cnc3c2c(=O)n(C)c(=O)n3C)c(C(C)C)c1
?	-1	Cn1nc(C(=O)N2CCN(c3ccc(F)cc3)CC2)c2ccccc2c1=O
-6%	0	Cc1cc(C)c(S(=O)(=O)N2CCCC2c2cc(C(C)C)on2)c(C)c1 (stereo unspecified)
3%	-3	COc1ccccc1-n1c(-c2ccccc2)cn2c3c(=O)[nH]c(=O)n(C)c3nc12
6%	3	O=C(NCCc1cccnc1)c1cccc(Cl)c1Cl
19%	-2	CCCC(C)NC(=O)c1cnn(-c2ccccc2F)c1-n1cccc1 (stereo unspecified)
-19%	4	CCCCCCCCN1C(=O)[C@H](CC(=O)NCc2cccs2)C[C@@]2(C(=O)OCC)CCCC=C12
41%[activator]	1	CC(CNC(=O)c1cc2ccccc2s1)N1CCCCC1 (stereo unspecified)
?	-6	O=C(CCSc1nc(Cl)nc2nc[nH]c12)NCc1ccccc1
?	-3	CCC1CN=C(Nc2cccc(C)c2)S1 (stereo unspecified)

More records
ALOX12 inh	LDHA block	Structure
?	2	O=C(OCc1ncc(-c2ccc(Cl)cc2)o1)c1ccc(F)cc1
-13%	0	O=C(Cn1ccn2nc(-c3ccccc3)cc2c1=O)NCc1ccc2c(c1)OCO2
14%	-9	CC(C(=O)NC1CCCCC1)N1CCN(Cc2ccc(C(F)(F)F)cc2)CC1 (stereo unspecified)
6%	-1	O=C(CSc1nnnn1-c1ccccc1)Nc1ccc2c(c1)OCCO2
23%	-31*	O=C(NCC(c1ccco1)N1CCOCC1)c1cc(=O)c2cc(Br)ccc2o1 (stereo unspecified)
47%[activator]	-1	Cc1cc(=O)oc2c(C)c(OCc3nn[nH]n3)ccc12
2%	-1	CN(C(=O)COc1ccccc1F)c1c(N)n(Cc2ccccc2)c(=O)[nH]c1=O
?	0	CCCC(=O)N1N=C(c2cccc(NS(=O)(=O)CC)c2)CC1c1ccco1 (stereo unspecified)
?	12	COC(=O)c1ccc2c(c1)N(Cc1ccc(Cl)cc1)C(=O)c1ccccc1S2(=O)=O
3%	1	N#Cc1ccccc1OCC(=O)Nc1ccc(-c2nc3ccccc3o2)cc1
17%	8	COc1ccc(NC(=O)C(C)Oc2cccc(C)c2C)c2cccnc12 (stereo unspecified)
-8%	0	Cn1c(SCC(=O)N2CCc3ccccc32)nnc1-c1ccc(F)cc1
29%	5	O=C(COC(=O)C(Cc1ccccc1)N1C(=O)C2C3CC(C(Br)C3Br)C2C1=O)c1ccc([N+](=O)[O-])cc1 (stereo unspecified)
15%	-4	Cn1c(CN2CCN(c3ccc(NS(C)(=O)=O)cc3Cl)CC2)nc2ccccc21
-38%	12	CC(=O)N(CCC1(CCC(C)C)CCOC(C)(C)C1)Cc1ccccc1 (stereo unspecified)

Pulled by compound from the list above:
ALOX12 inh	LDHA block	Structure
17%	8	COc1ccc(NC(=O)C(C)Oc2cccc(C)c2C)c2cccnc12 (stereo unspecified)
?	0	CCCC(=O)N1N=C(c2cccc(NS(=O)(=O)CC)c2)CC1c1ccco1 (stereo unspecified)
6%	-1	O=C(CSc1nnnn1-c1ccccc1)Nc1ccc2c(c1)OCCO2
-13%	0	O=C(Cn1ccn2nc(-c3ccccc3)cc2c1=O)NCc1ccc2c(c1)OCO2
29%	5	O=C(COC(=O)C(Cc1ccccc1)N1C(=O)C2C3CC(C(Br)C3Br)C2C1=O)c1ccc([N+](=O)[O-])cc1 (stereo unspecified)
?	12	COC(=O)c1ccc2c(c1)N(Cc1ccc(Cl)cc1)C(=O)c1ccccc1S2(=O)=O

Following part.
ALOX12 inh	LDHA block	Structure
-62%	-2	CCOc1ncccc1C(=O)OCc1nnc(-c2ccc(Cl)cc2)o1
?	0	Cc1cnc(NC(=O)CCc2ncc(-c3ccc(F)cc3)o2)s1
-10%	0	CCn1c(=O)c2c(nc(-n3nc(C)c(C)c3C)n2C(C)C)n(C)c1=O
9%	8	CC(C)NC(=O)CN(C)CC(O)COc1ccc(Cl)cc1Cl (stereo unspecified)
7%	3	OCc1nc2ccccc2n1CC(O)COc1ccccc1F (stereo unspecified)
41%[activator]	-7	COc1ccc(Nc2nnc(-c3ccc(OCC(=O)N4CCCCC4)cc3)c3ccccc23)cc1
?	0	CCCNC(=O)c1ccc(Cl)nc1
-5%	6	O=C(c1cc(=O)c2ccccc2o1)N(Cc1ccccc1Cl)C1CCS(=O)(=O)C1 (stereo unspecified)
?	-5	COc1ccc(C(C)=O)cc1COC(=O)C1CC2CCCC(C1)C2=O (stereo unspecified)
-10%	6	O=C(CSc1nnnn1C1CCCC1)N1CCN(S(=O)(=O)c2ccc3ccccc3c2)CC1
1%	5	CCCNc1nc2ccccc2nc1C(=O)Nc1ccc(C(=O)OCC)cc1
?	11	Cc1nn(CC(=O)Nc2nc3ccc(F)cc3s2)c(=O)c2ccccc12
?	-23	Cc1cnc(C(=O)OCc2ccc(-c3ccccc3)cc2)cn1
-3%	?	COc1cc(Cl)c(NC(=O)CCOc2cc(C)ccc2C)cc1OC
-9%	-4	CCOC(=O)Cc1ccc(NC(=O)Nc2nnc(N(CC(C)C)CC(C)C)s2)cc1

Additional compounds.
ALOX12 inh	LDHA block	Structure
21%	-13	Cc1c(-c2ccccc2)oc2c(C(=O)N3CCN(CC(=O)NC(C)(C)C)CC3)cccc2c1=O
13%	0	CCN(CC)C(=O)c1ccc2oc(CN3CCN(C(=O)Nc4ccc(C)c(F)c4)CC3)nc2c1
?	19	CC(C)Cc1ccc(C(=O)O)s1
?	3	Cc1cccc(C)c1OCCCN1CCC(C)CC1
?	1	O=C(/C=C/c1cc(O)ccc1Br)c1ccc(Cl)cc1Cl
?	4	Cc1cc(CS(=O)(=O)CC(=O)NC2CC2)on1
-61%	1	CSC1=N/C(=C\c2ccc(C(=O)O)cc2)C(=O)S1
-105%	3	CCOC(=O)c1cc2cc(OC)ccc2n1C1CCN(CCc2ccccc2)CC1
-26%	5	O=C(Nc1cn[nH]c1)C1CCN(c2ccc(Cl)nn2)CC1
-27%	6	COc1ccc2c(c1)CCC/C2=N\O
-14%	1	CN(CCSc1ccc(Cl)cc1)Cc1nc2ccccc2c(=O)[nH]1
?	?	CCOc1cc(C=O)ccc1OCc1ccc(C(=O)O)cc1
10%	0	CC(C)Cc1ccc(C(C)NC(=O)C2CC2)cc1 (stereo unspecified)
-3%	-2	CC(NC(=O)C1CCC1)C1CCCO1 (stereo unspecified)
-11%	-3	COc1cc(C=O)cc(Cl)c1OCc1ccc(C(=O)O)cc1

New compounds follow
ALOX12 inh	LDHA block	Structure
-1%	8	O=C(NC1CCCCC1)c1cccc2ncccc12
0%	1	O=C(Cn1nnc(-c2cccc(C(F)(F)F)c2)n1)c1cccc(Br)c1
?	6	O=C(CSc1ccc(Br)cc1)NCc1ccc(CN2CCCC2)cc1
?	-22	C=CCNc1nc(C(=O)OCC(=O)NCC(=O)Nc2c(C)cc(C)cc2C)cs1
7%	2	Cc1ccc(Nc2nc(N)nc(CSc3nnc(C4CC4)n3Cc3ccccc3)n2)cc1
?	-3	O=C(O)C(c1c[nH]c2cc(Cl)ccc12)N1CCCN(c2ccc(C(F)(F)F)cn2)CC1 (stereo unspecified)
?	-10	c1ccc2[nH]c(CN3CCCC3)nc2c1
?	6	Cc1cc(C)cc(C(=O)Nc2ccc3oc(C)nc3c2)c1
-1%	6	Cc1cc2oc(=O)cc(CN(CC(C)C)CC(C)C)c2cc1O
-6%	-1	CC(NC(=O)CC12CC3CC(CC(C3)C1)C2)c1ccccc1 (stereo unspecified)
-6%	2	CCCNC(=O)CNC(=O)C1=NN(C)C(=O)CC1
-25%	5	O=C(CSc1ccc(Br)cc1)c1cccc2ccccc12
-7%	8	COCCOC(=O)c1c(C)n(C)c2ccc(O)cc12
45µM*	-9	O=C(CSC1CCCCC1)c1ccc(O)cc1O
-4%	-2	CCOc1ccc2nc(NC(=O)CCNC(=O)c3ccc(F)cc3Cl)sc2c1

The listing continues.
ALOX12 inh	LDHA block	Structure
14%	-4	CCOC(=O)N(C)CC(=O)NC1CCCCC1
-1%	-15	CC(=O)c1cccc(NC(=O)Nc2ccc(Cl)cc2C(F)(F)F)c1
?	8	Cc1ccc(C)c(COC(=O)Cn2cnc3c2c(=O)n(C)c(=O)n3C)c1
-14%	1	CCOC(=O)[C@]12CCCC=C1N(Cc1ccco1)C(=O)[C@H](CC(=O)NCc1ccc(OC)c(OC)c1)C2
?	1	OC(Cc1c[nH]c2ccccc12)(c1ccccc1)c1ccccc1
-3%	2	COc1ccc(NC(=O)c2cc(OC)c(OC)c(OC)c2)cc1NS(C)(=O)=O
-17%	6	CCCc1cc(=O)oc2cc(OS(=O)(=O)c3cc(Br)ccc3OCC)ccc12
?	5	Cc1cc(NC(=O)C2CC2)sc1C(=O)NCc1ccc(Cl)cc1Cl
11%	3	COc1ccc(C(=O)/C(=C\c2cccc(Br)c2)c2nc3ccccc3o2)cc1
-35%	10	COc1cc(C(C)=O)ccc1COc1ccc(C(=O)OCc2ccc(Br)cc2)cc1OC
-4%	4	O=C(NC1CCCc2ccccc21)c1cccs1 (stereo unspecified)
-26%	0	CN(Cc1ccccc1)C(=O)c1n[nH]c(=O)c2ccccc12
-8%	9	O=C(c1cc(=O)c2ccccc2o1)N(Cc1cccc(Cl)c1)c1ccccn1
?	14	Cc1ccc(SCCn2cc(S(=O)(=O)N3CCCC3)ccc2=O)cc1
-28%	-4	COc1ccc(/C=N/OCC(=O)Nc2cccc(C(F)(F)F)c2)cc1

Rewritten with values under each structure: part of the list above.
Every second line gives: ALOX12 inh | LDHA block
CCOC(=O)[C@]12CCCC=C1N(Cc1ccco1)C(=O)[C@H](CC(=O)NCc1ccc(OC)c(OC)c1)C2
  -14% | 1
OC(Cc1c[nH]c2ccccc12)(c1ccccc1)c1ccccc1
  ? | 1

Further structures
ALOX12 inh	LDHA block	Structure
-8%	-2	O=C(C(=O)N1CCC(c2ccccc2)CC1)c1ccc(F)c(F)c1
-19%	1	Cc1cccc(C)c1NC(=O)CN(C)C(=O)c1nc(-c2ccccc2)oc1C
-36%	-1	Cn1c(=O)c2c(ncn2CCCNC2=NCCC2)n(C)c1=O
?	1	Cc1ccc(-c2nc(CS(=O)(=O)CC3CCCO3)co2)cc1 (stereo unspecified)
-24%	-21	Cc1cc(C)c(C#N)c(SCc2cc(=O)oc3cc(O)c(Cl)cc23)n1
-58%	-1	Cc1ccc2nc(C)c(C(=O)N3CCCc4ccc(F)cc43)cc2c1
?	-9	COc1ccc(S(=O)(=O)N2CCc3ccccc32)cc1C(=O)N1CCN(C(=O)c2ccco2)CC1
8%	-5	O=C(O)CCNS(=O)(=O)c1ccc(F)c(Cl)c1
-26%	-1	CC(C)CCn1c(N2CCN(CCCc3ccccc3)CC2)nc2c1c(=O)[nH]c(=O)n2C
-10%	0	COCCN(CCOC)C(=O)c1cccc2c(=O)c(C)c(-c3ccccc3)oc12
10%	-2	CC(=O)N1CCN(Cc2coc(-c3ccc(Cl)cc3)n2)CC1
-3%	3	Cc1ccc(-c2nc(CN3C(=O)C(=O)N(C(C)C)C3=O)co2)cc1
16%	0	O=C(OCc1ccc(Cl)cc1)c1ccc(N2CCOCC2)nc1
6%	-2	CNc1nc2c(c(=O)[nH]c(=O)n2C)n1CCOc1ccccc1
-27%	-1	C#Cc1cccc(NC(=O)Cc2c[nH]c3ccccc23)c1
